Compound activity deposited in PubChem BioAssay by several laboratories.
LAP4-GFP MLPCN – yeast TOR pathway LAP4-GFP modulation. 0.34% of 320,000 active. GFP response vs DMSO, % at 10 µM. S. cerevisiae LAP4-GFP multiplex, flow cytometry GFP, 3 h; median GFP as percent of DMSO wells. AID 2023;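 active = GFP response vs DMSO above a set limit, about the screen mean plus 3 SD, cut at about 150% in these data; inconclusive = under 70 cell events counted for the yeast strain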
RPL19A TOR yeast – alters RPL19A-GFP fluorescence in TOR pathway yeast screen. percent response vs DMSO, % at 10 µM. S. cerevisiae RPL19A-GFP strain, flow cytometry, 3 h; active compounds read low. 0.3% of 330,000 active;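 active = percent response vs DMSO below 50%; inconclusive = fewer than 70 events counted for the yeast strain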;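 note: median channel GFP fluorescence of the barcoded RPL19A-GFP strain; ratio of sample median GFP to plate DMSO average so 100% = DMSO; lower means less RPL19A-GFP as with rapamycin TOR inhibition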
proCasp3 act – activators of human procaspase-3; P42574; recombinant procaspase-3 D3A, Ac-DEVD-pNA absorbance 405 nm; activation, % at 8.5 µM; 0.11% of 330,000 active;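 active = activation above the mean of all tested compounds plus 3 SD, cut at about 21% in these data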;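 note: 0% = DMSO alone and 100% = DMSO wells spiked with extra 5 µM PC-3 D3A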
Target sequence (P42574 whole entry D9A/D28A/D175A): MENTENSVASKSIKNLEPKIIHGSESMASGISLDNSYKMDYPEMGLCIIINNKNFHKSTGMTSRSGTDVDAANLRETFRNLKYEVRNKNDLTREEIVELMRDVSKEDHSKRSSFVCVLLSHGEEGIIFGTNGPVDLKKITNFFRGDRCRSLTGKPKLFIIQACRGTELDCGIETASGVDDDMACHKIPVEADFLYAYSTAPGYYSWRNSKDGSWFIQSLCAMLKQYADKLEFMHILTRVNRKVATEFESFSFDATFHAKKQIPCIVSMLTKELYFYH
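Test system: Procaspase-3 D3A mutant, all three cleavage aspartates alanine | Dosing: Single dose, 8.5 µM nominal compound, 0.8% DMSO | Schedule: 1 h preincubation, 2 h reaction | Technique: 405 nm absorbance of p-nitroaniline, reads at 0 and 120 min | Repeats: One well per compound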
AHR activator – human AHR activation. P35869. AHR-responsive luciferase reporter cells, luminescence. activation, % at 5 µM. 2.5% of 320,000 active. AID 2796; in the data active = activation above about 47%;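 note: 0% = vehicle wells and 100% = reference agonist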
AGP1 TOR yeast – modulators of TOR pathway AGP1-GFP in S. cerevisiae. S. cerevisiae AGP1-GFP multiplex flow cytometry, 3 h; GFP as percent of DMSO wells. GFP response vs DMSO, % at 10 µM. 0.02% of 320,000 active;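 active = GFP response relative to DMSO above a set limit, near screen average plus 3 SD, cut at about 150% in these data; inconclusive = fewer than 70 cells counted for the yeast strain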;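 note: median GFP channel fluorescence of the gated AGP1 strain per well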
CIT2 TOR yeast – alters CIT2-GFP fluorescence in TOR pathway yeast screen; S. cerevisiae CIT2-GFP strain, flow cytometry, 3 h; 100 means same as DMSO wells; GFP response vs DMSO, % at 10 µM; 0.065% of 320,000 active; AID 2029;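 active = GFP response relative to DMSO above a set limit, near the screen mean plus 3 SD, cut at about 150% in these data; inconclusive = Fewer than 70 cells measured for a yeast strain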;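 note: ratio of well median GFP fluorescence to mean of DMSO wells on the plate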
MEP2 TOR yeast – yeast TOR pathway MEP2-GFP modulation | S. cerevisiae MEP2-GFP strain, flow cytometry GFP, 3 h; 100% = DMSO control level | GFP response vs DMSO, % at 10 µM | 0.51% of 330,000 active | AID 2016;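 active = GFP response versus DMSO above a set limit, roughly screen mean plus 3 SD, cut at about 180% in these data; inconclusive = fewer than 70 cells counted for a yeast strain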;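 note: median GFP fluorescence of the barcode-gated MEP2-GFP cells per well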
proCasp7 act – activates human procaspase-7, counter-screen for procaspase-3 activators; recombinant procaspase-7, Ac-DEVD-pNA absorbance 405 nm; D23A/D198A/D206A triple mutant, cannot self-cleave; scale: DMSO 0, 5 µM enzyme 100; 0.093% of 330,000 active; activation, % at 8.5 µM; AID 463210; P55210;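 active = percent activation above the screen-wide mean plus 3 SD, cut at about 25% in these data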
Target sequence (P55210 whole entry D23A/D198A/D206A): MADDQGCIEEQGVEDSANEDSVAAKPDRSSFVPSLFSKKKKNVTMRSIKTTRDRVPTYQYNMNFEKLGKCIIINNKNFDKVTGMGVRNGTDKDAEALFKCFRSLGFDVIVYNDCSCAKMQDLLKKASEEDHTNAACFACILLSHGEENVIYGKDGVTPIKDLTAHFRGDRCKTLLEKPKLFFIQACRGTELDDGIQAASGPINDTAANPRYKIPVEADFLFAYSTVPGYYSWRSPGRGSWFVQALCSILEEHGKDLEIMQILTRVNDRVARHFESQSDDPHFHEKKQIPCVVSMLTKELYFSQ
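Assay system: Uncleavable procaspase-7 mutant enzyme; Input: 2 µM procaspase-7 mutant as dispensed; Also added: DEVD-pNA substrate; Medium: Zinc-free HEPES pH 7.4 with 300 mM NaCl, 0.01% Triton X-100; Timing: 1 h compound preincubation, 2 h substrate cleavage, 25 °C; Measured by: Epi-absorbance of released pNA at 405 nm, two timepoints.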
* marks the source's active call; other numbers are inactive results; ? = inconclusive; · = not tested or not shown; [ ] = another dose, or the depositor's remark.

SMILES	LAP4-GFP MLPCN	RPL19A TOR yeast	proCasp3 act	AHR activator	AGP1 TOR yeast	CIT2 TOR yeast	MEP2 TOR yeast	proCasp7 act
Cc1ccc2c(c1)N(C(=O)CCC(=O)NCc1cccc(Br)c1)CC(C)O2 (stereo not drawn)	98	98	6	0	93	99	97	4
CCOc1ccc(S(=O)(=O)N2CCN(C(=O)C3CCC3)CC2)cc1	104	99	9	1	103	101	99	10
Cc1cc(=O)oc2c3c(cc(OCC(=O)NC(C)C)c12)OC(C)(C)CC3	89	103	·	·	94	94	107	·
Cc1ccc(-n2c(SCC(=O)NCc3ccco3)nc3sc(C)c(C)c3c2=O)cc1	93	95	-5	5	99	104	99	-10
Cc1cc(C)c(S(C)(=O)=O)c(S(=O)(=O)c2ccc(Cl)cc2)n1	100	92	-3	0	·	99	90	2
O=C(COC(=O)c1cccs1)Nc1cccc(Cl)c1	101	91	-1	-1	93	88	92	2
Cc1ccc(OCCC(=O)N(CC(=O)Nc2ccccc2C(F)(F)F)Cc2ccco2)cc1	103	104	8	0	119	104	104	0
O=C(Nc1ccc(F)cc1)C1CCN(C(=O)NCc2ccccc2)CC1	99	102	-1	1	101	105	102	0
O=C(Oc1cccc(F)c1)c1ccc2c(=O)n3c(nc2c1)CCC3	104	98	1	0	102	111	100	6
CSc1nnc2c(n1)c(C)nn2-c1ccc(C)cc1	103	100	1	17	108	106	99	-8
COc1ccc(-c2csc(NC(=O)COC(=O)Cc3ccc(Cl)cc3Cl)n2)cc1	97	99	6	34	104	99	100	-3
CC/C(=N\NC(=O)C1CC1)c1cccc(Cl)c1	107	97	3	25	107	102	99	11
COC(=O)c1ccccc1NC(=S)N1CCC(N2CCCCC2)CC1	107	100	-6	1	101	103	107	-3
O=C(c1ccc2ccccc2n1)N1CCN(Cc2c(F)cccc2Cl)CC1	97	94	2	1	90	99	97	-10
COc1ccc(-n2c(Cc3cc(=O)[nH]c(=O)[nH]3)nnc2SCc2ccccc2)cc1	92	99	7	8	106	108	103	-3
C[C@@H](C(=O)N1CCN(c2ccccc2)CC1)N1C(=O)C2CC=CCC2C1=O (stereo partly drawn)	101	98	7	-1	107	104	97	14
Cc1ccc(S(=O)(=O)NCCC(=O)N(C)Cc2cccs2)cc1	101	102	3	1	106	94	106	-13
Cc1cc(NC(=O)CCCC(=O)N(c2ccccc2)C(C(=O)NC2CCCCC2)c2cccs2)no1 (stereo not drawn)	95	96	-3	3	97	94	94	8
CC(=O)c1sc(NC(=O)c2ccc(C)c(C)c2)nc1C	98	100	4	6	102	97	98	1
Cc1cc(NC(=O)CSc2nnc(C3CC3)n2N)c([N+](=O)[O-])cc1C	114	100	8	8	110	103	93	1
CC(=O)Nc1ccc(N2C(=O)CSC2c2cccc([N+](=O)[O-])c2)cc1 (stereo not drawn)	107	95	4	0	106	90	98	5
Cc1c(C(=O)Nc2cnccn2)oc2ccccc12	104	104	-4	93*	94	107	105	6
Nc1nnc(CSCc2ccc(Cl)cc2Cl)s1	91	101	9	1	96	98	96	-6
COc1cccc(NC(=O)Cc2c(O)c3ccccc3[nH]c2=O)c1	90	88	-5	7	87	88	94	-11
CCC(c1nnnn1Cc1ccco1)N(CCc1ccccc1)Cc1cc2cc(C)ccc2[nH]c1=O (stereo not drawn)	98	94	1	36	97	86	97	-9
Cc1cccc(C(=O)Nc2ccc(C(=O)/C=C/c3cccs3)cc2)c1	110	95	1	14	95	94	99	10
CCC(=O)c1ccc(OCC(=O)N2CCN(C(=O)c3ccccc3)CC2)cc1	96	92	-1	-1	96	96	99	0
O=C(NCC(=O)N1CCCCC1)c1ccc(Br)o1	95	95	2	8	92	91	102	5
CSc1nc(N(C)NC(=O)c2ccc(Cl)cc2)c2ccccc2n1	99	106	3	12	104	97	102	9
CCCCOn1c(C)c(C(C)=O)c2c3no[n+]([O-])c3ccc21	106	105	8	23	99	102	103	8
O=C(C1=COCCO1)N1CCN(C(c2ccccc2)c2ccccc2)CC1	97	97	7	0	106	94	102	-1
CN(C(=O)COC(=O)c1ccc(=O)n(Cc2ccccc2)n1)C1CCCCC1	115	114	0	0	114	108	112	2
C/C(=N\Nc1nc2c(s1)CCCC2)c1ccc(Cl)cc1	119	90	-17	23	95	93	95	-5
CC1CN(C2=Nc3cccc4cccc2c34)CC(C)O1 (stereo not drawn)	105	107	-8	12	106	96	106	-14
COc1ccc(CCNC(=O)c2cc(-c3ccc(C)cc3O)n[nH]2)cc1OC	88	89	8	15	85	85	92	10
Cc1nc2ccc([N+](=O)[O-])cc2c(=O)n1Cc1ccc(Br)cc1	90	107	-3	2	98	96	103	2
COc1ccc(-c2cc(C(=O)Nc3cccnc3)no2)cc1OC	108	100	2	14	88	95	110	0
Cc1ccc(S(=O)(=O)NNC(=O)Nc2cccc3ccccc23)cc1	91	97	2	3	95	101	102	-5
CCCCN(C(=O)c1ccc2c(c1)OCCO2)c1c(N)n(CCCC)c(=O)[nH]c1=O	134	77	-3	-3	110	110	140	12
C=CCN1C(=O)C(CC(=O)NCC)SC1=Nc1ccccc1CC (stereo not drawn)	85	100	0	0	97	96	100	-11
O=C(OCC(=O)N1CCN(C(=O)c2ccco2)CC1)c1ccc(S(=O)(=O)N2CCCCC2)cc1	100	98	7	1	99	101	100	5
O=C(CN1C(=O)S/C(=C\C=C\c2ccccc2)C1=O)Nc1ccccc1C(=O)O	105	95	-6	-1	95	92	104	2
COc1cc2cc(CN(CCCN3CCOCC3)Cc3nnnn3Cc3ccccc3)c(=O)[nH]c2cc1OC	?	92[may fluoresce violet]	6	0	?	?	?	3
Cc1ccc(SCc2ccc(C(=O)Nc3cccnc3)cc2)cc1	114	99	2	4	92	95	103	3
C/C(=N\OCc1ccc(C#N)cc1)c1cc2ccccc2o1	96	99	6	-7	103	94	105	-1
CCCCN(C)CCn1c(=S)[nH]c2ncccc2c1=O	112	105	3	18	109	100	116	2
CCc1cccc(NC(=O)CCS(=O)(=O)c2cc3c(cc2C)NC(=O)CO3)c1	96	96	2	4	96	97	95	-8
CCN(CC)S(=O)(=O)c1ccc(O)c(C(=O)OCC(=O)N2CCCC2)c1	97	92	0	1	95	95	97	1

AHR activator, hit marks shown above.
Molecule	LAP4-GFP MLPCN	RPL19A TOR yeast	proCasp3 act	AHR activator	AGP1 TOR yeast	CIT2 TOR yeast	MEP2 TOR yeast
Cc1c(C(=O)Nc2cnccn2)oc2ccccc12	104	104	-4	93*	94	107	105

Going on with the list:
SMILES	LAP4-GFP MLPCN	RPL19A TOR yeast	proCasp3 act	AHR activator	AGP1 TOR yeast	CIT2 TOR yeast	MEP2 TOR yeast	proCasp7 act
CC(=O)N[C@@H](Cc1c[nH]c2ccccc12)C(=O)NCc1ccccc1	104	98	1	-2	97	101	104	6
Cc1cc(C(F)(F)F)c(C#N)c(SCC(=O)Nc2nc3cc(Br)ccc3s2)n1	92	105	-1	42	102	109	111	2
CCOC(=O)NNc1cc(C(F)(F)F)ccn1	104	91	-2	-1	86	106	103	5
O=C1C2C(C(=O)N1c1ccc3c(c1)OCO3)C1C=CC2C12CC2 (stereo not drawn)	100	102	3	3	106	101	103	-5
Cc1ccc(S(=O)(=O)/N=C(/NC(=S)Nc2ccccc2)c2ccccc2)cc1	103	98	-5	9	93	101	97	1
CC(C)C(NC(=O)c1ccco1)C(=O)OCC(=O)c1ccccc1 (stereo not drawn)	96	98	0	0	97	98	98	3
CCOC(=O)C(Cc1ccccc1)NC(=O)CCc1nnc2ccc(N3CCOCC3)nn12 (stereo not drawn)	86	93	-1	-1	91	92	93	4
CC(C)NC(=O)N1CCN(c2ccncc2S(=O)(=O)N2CCOCC2)CC1	89	92	4	5	87	86	96	8
Cc1cc(-c2cc(-c3ccccc3)on2)nc(NCC2CC2)n1	143	103	4	10	88	101	94	-3
Cc1ccc(S(=O)(=O)NCc2ccc(C(=O)N3CCN(c4ccc([N+](=O)[O-])cc4)CC3)cc2)cc1	96	102	1	-1	99	98	103	-14
COc1cccc(C2CC(=O)Nc3cc4c(cc32)OCCO4)c1OC(C)C (stereo not drawn)	91	95	5	4	101	99	102	0
Cc1nn(-c2ccccc2)c(C)c1NC(=O)Cc1cccs1	98	97	0	0	95	99	115	0
Cc1cccc(C(=O)OCC(=O)NC2CCCCCCC2)c1	104	101	-8	-1	99	99	94	-5
O=C(N/N=C/CCc1ccccc1)C1CCCCC1	89[may fluoresce violet]	96[may fluoresce violet]	3	0	49[may fluoresce violet]	?	96[may fluoresce violet]	-3
CCOC(=O)C1CCCN(C(=O)Cn2nc(C)c3c(C)n(-c4ccccc4)nc3c2=O)C1 (stereo not drawn)	98	109	6	-1	106	115	107	-1
O=C(c1ccc([N+](=O)[O-])c(CS(=O)(=O)c2ccc(Cl)cc2)c1)N1CCCCC1	99	102	-3	0	102	93	93	5
CC(C)(C)NS(=O)(=O)c1ccc(NC(=O)C2CCCCC2)cc1	94	110	12	1	96	98	104	1
COC(=O)c1ccccc1NC(=O)COc1ccccc1	92	103	6	-1	99	107	91	3
Cc1nc(CCNC(=O)c2cccs2)cs1	107	105	7	-1	107	109	104	3
O=C(CCN1C(=O)CSC1=O)Nc1ccccc1	100	99	-3	-1	102	99	99	20
O=C(NC(=S)Nc1cccc(Cl)c1)c1cncc(Br)c1	101	91	-8	19	93	92	91	-9
COc1ccc(OC)c(NC(=O)CSc2nnc(Cc3cccn3C)n2-c2ccc(F)cc2)c1	99	102	-3	2	102	98	107	-12
COc1ccc(CCC(=O)N2CCN(S(=O)(=O)c3cccc(C(F)(F)F)c3)CC2)cc1OC	85	90	-2	1	89	89	96	0
CC(C)c1c(C(=O)N/N=C/c2ccco2)nnn1-c1nonc1N	87	94	8	-1	92	95	96	2

Overlap with the part before: two compounds, followed by the next part.
SMILES	LAP4-GFP MLPCN	RPL19A TOR yeast	proCasp3 act	AHR activator	AGP1 TOR yeast	CIT2 TOR yeast	MEP2 TOR yeast	proCasp7 act
COc1ccc(CCC(=O)N2CCN(S(=O)(=O)c3cccc(C(F)(F)F)c3)CC2)cc1OC	85	90	-2	1	89	89	96	0
CC(C)c1c(C(=O)N/N=C/c2ccco2)nnn1-c1nonc1N	87	94	8	-1	92	95	96	2
COc1cccc(OCc2cc(C(=O)NCc3cnc4ccccn34)no2)c1	89	97	2	11	99	94	100	-1
O=C(OCC(=O)N1CCN(C(=O)c2ccco2)CC1)c1sc2ccccc2c1Cl	103	97	5	-1	99	95	100	12
Cc1cc(C)nc(NS(=O)(=O)c2ccc(NC(=O)CSc3nc(-c4ccccc4)c(C#N)c(=O)[nH]3)cc2)n1	105	97	-1	0	103	102	102	8
CC1CCN(CCNC(=O)CCS(=O)(=O)c2ccc(Br)cc2)CC1	97	103	7	-1	105	101	98	10
COc1ccc(C(=O)NC2CC2)cc1OC1CCN(C/C=C/c2ccccc2)CC1	81	94	8	2	87	99	89	-7
COc1ccc(C(=O)N2CCN(c3cccc(Cl)c3)CC2)cc1	114	101	1	-2	100	99	106	6
C=CCn1c(NC(=O)c2ccc(C)cc2)nc2ccccc21	93	103	-5	99*	98	100	102	-4
COc1cc(NC(=O)c2cccc([N+](=O)[O-])c2)ccc1NC(=O)c1cc2ccccc2o1	103	105	8	4	104	107	109	-8

Outcome played no part in choosing rows. About 3.5% of those tested had a hit in this group.
